# CSN deneddyl inh: inhibitors of human CSN-mediated cullin deneddylation; Q92905; inhibition, % at 12.5 µM; Purified CSN, SCF-Nedd8-OG deneddylation, fluorescence polarization; AID 651999; hit rate 0.38% among 360,000;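 active = pattern-corrected inhibition above about 35%, with an unprinted fluorescence ratio check between 0.5 and 1.5, limit read from the data, passing the limit was not always enough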;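 note: 0% = enzyme with substrate and 100% = substrate without enzyme; some results filed as inactive read as strong as hits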
# Target sequence (Q92905 whole entry, looked up, one chain of several): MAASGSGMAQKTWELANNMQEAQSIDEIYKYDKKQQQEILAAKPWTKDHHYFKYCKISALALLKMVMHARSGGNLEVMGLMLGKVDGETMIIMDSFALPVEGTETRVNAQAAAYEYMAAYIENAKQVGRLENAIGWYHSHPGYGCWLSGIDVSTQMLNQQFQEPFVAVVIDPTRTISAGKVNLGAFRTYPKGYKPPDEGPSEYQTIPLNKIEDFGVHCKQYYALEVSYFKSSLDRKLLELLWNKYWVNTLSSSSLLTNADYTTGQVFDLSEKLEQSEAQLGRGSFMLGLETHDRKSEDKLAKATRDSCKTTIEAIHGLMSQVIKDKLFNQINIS
#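 Schedule: reaction 90 min, room temperature / Assay system: HEK293T-derived human Csn5 enzyme / Input: Csn5 at 0.24 nM final / Measure: inhibition of Csn5 cleavage, % / Control set: substrate-only high control, full reaction low control / Technique: fluorescence polarization of the substrate / Buffer or medium: Tris/NaCl/DTT buffer, pH 7.5 / Reagent: SCFSkp2-Nedd8OG substrate at 10 nM final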
# DNMT1 inh: inhibitors of human DNMT1; P26358; DNMT1 molecular beacon, Hinp1I cleavage, fluorescence; inhibition (reported as % activation of signal), % at 10 µM; hit rate 0.83% among 360,000; AID 588458; in the data active = inhibition above about 50%
# Scp1 inh: inhibitors of human Scp-1 phosphatase | Recombinant Scp1, phosphopeptide, malachite green phosphate absorbance | inhibition, % at 20 µM | AID 493091 | Q9GZU7 | hit rate 0.88% among 340,000;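 active = inhibition above about 50% at 20 µM, limit read from the data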;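 note: plate controls were DMSO wells with enzyme for no effect and wells lacking enzyme for full effect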
#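 Material – SCP-1 phosphatase catalytic domain, residues 76-261 · Buffer or medium – Acidic Tris acetate buffer with magnesium and detergent · Also added – Phospho 17-mer peptide substrate · Compound – single 20 µM dose, 1% DMSO · Times – 45 min room-temperature reaction, 5 min colour, 30 min stabiliser · Technique – Phosphate-binding colour reagent, absorbance read at 630 nm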
# LMPTP inh: LMPTP (human) inhibition; hit rate 0.22% among 360,000; recombinant LMPTP-A, OMFP fluorogenic substrate, fluorescence intensity; P24666; inhibition, % at 20 µM;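 active = compounds that cut the enzyme signal by at least half of the control window in the single-dose screen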;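 note: plate controls were DMSO wells with enzyme plus substrate for no effect and substrate without enzyme for full effect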
# Target sequence (P24666 whole entry, looked up): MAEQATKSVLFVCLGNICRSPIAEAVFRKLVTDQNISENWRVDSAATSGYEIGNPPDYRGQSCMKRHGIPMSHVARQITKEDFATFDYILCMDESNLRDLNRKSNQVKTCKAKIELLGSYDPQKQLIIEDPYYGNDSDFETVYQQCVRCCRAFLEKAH
#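 test system = LMPTP-A | amount = 0.625 nM LMPTP-A final | reagent = fluorogenic phosphatase substrate OMFP at 400 µM final | incubation = 50 min at room temperature | benchmarks = no-enzyme low control, uninhibited high control | medium = Bis-Tris pH 6.0, DTT, detergent | signal = fluorescence intensity of OMFP turnover product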
# NadD block: NadD (S. aureus) enzyme inhibition. purified NadD enzyme, colorimetric absorbance read-out. inhibition, % at 20 µM. hit rate 0.78% among 360,000. AID 602399; in the data active = inhibition above about 26%; note: some compounds past the cut are filed as inactive
# STEP block: inhibitors of human striatal-enriched phosphatase STEP | recombinant STEP, OMFP fluorogenic substrate, fluorescence | P54829 | hit rate 0.25% among 360,000 | inhibition, % at 20 µM;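 active = inhibition at 20 µM, scaled per plate between control wells, above about 37%, limit read from the data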;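 note: 0% = DMSO with enzyme and substrate and 100% = substrate only without enzyme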
#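 System: isolated STEP enzyme; schedule: 20 min enzyme reaction at room temperature, protected from light; medium: Bis-Tris buffer pH 6.0, 2.5 mM DTT, 0.005% Tween 20; signal: fluorescence, 480/540 nm; dosing: single compound dose of 20 µM, 1% DMSO final; also added: OMFP substrate, 25 µM final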
# PABP1 MLLE inh: blocks PAM2 peptide binding to the PABP1 MLLE domain; GST-MLLE / FITC-PAM2 fluorescence polarization; P11940; hit rate 0.36% among 360,000; AID 588489; inhibition, % at 20 µM; in the data active = inhibition above about 35%, passing the limit was not always enough;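 note: plate controls were DMSO wells with GST-MLLE for no effect and wells lacking GST-MLLE protein for full effect; some results filed as inactive read as strong as hits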
# SUMO1-SIM PPI: modulators of human SUMO1-mediated protein-protein interactions. SUMO1 binding to a labelled peptide, TR-FRET, 1 h. P63165. inhibition, % at 20 µM. hit rate 0.33% among 360,000; in the data active = inhibition above about 37%
# Target sequence (P63165 whole entry, looked up): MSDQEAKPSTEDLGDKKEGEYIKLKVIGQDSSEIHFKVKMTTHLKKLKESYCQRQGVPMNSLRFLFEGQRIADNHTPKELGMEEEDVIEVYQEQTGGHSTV
# TbMetRS inhib: Trypanosoma brucei MetRS inhibition. purified T. brucei MetRS, ATP depletion, Kinase-Glo luminescence. inhibition, % at 11.9 µM. hit rate 0.4% among 360,000. AID 624268;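 active = inhibition above a per-plate cutoff of the control wells' mean inhibition plus 3 SD, cut at about 5.5% in these data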;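 note: 0% = DMSO wells median and 100% = median of wells with control inhibitor compound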
#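 technique = Kinase-Glo luminescence, ATP depletion format | system = purified MetRS (methionyl-tRNA synthetase) enzyme from Trypanosoma brucei | timing = 15 min preincubation, 2 h reaction, all 25 °C | evaluation = percent inhibition versus plate control medians | dosing = single dose, 11.9 µM final nominal, 0.9% final DMSO | also added = substrates ATP, L-methionine and bulk Escherichia coli tRNA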
# Rpn11 inh: Rpn11 (human) deubiquitinase inhibition | O00487 | calls only at 20 µM | AID 588493 | human 26S proteasome, Ub4-pepOG fluorescence polarization; 20S core pre-blocked with epoxomicin | hit rate 0.59% among 360,000;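 active = inhibition at 20 µM, scaled to each plate's controls, above about 33%, limit read from the data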
# Target sequence (O00487 whole entry, looked up): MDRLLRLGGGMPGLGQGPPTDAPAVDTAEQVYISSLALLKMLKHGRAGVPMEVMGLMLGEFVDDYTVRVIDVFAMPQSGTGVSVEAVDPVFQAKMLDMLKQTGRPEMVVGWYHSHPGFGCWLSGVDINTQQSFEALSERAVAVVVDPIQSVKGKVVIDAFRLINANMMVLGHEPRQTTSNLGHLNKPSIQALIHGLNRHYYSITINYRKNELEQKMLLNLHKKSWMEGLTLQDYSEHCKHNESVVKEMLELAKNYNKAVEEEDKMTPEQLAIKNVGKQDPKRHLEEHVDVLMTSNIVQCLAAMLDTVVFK
# * marks the source's active call; other numbers are inactive results; i = inactive; . = no result given; + = active, no number.
SMILES,CSN deneddyl inh,DNMT1 inh,Scp1 inh,LMPTP inh,NadD block,STEP block,PABP1 MLLE inh,SUMO1-SIM PPI,TbMetRS inhib,Rpn11 inh
CCCOc1ccc(N2C(=O)CC(S/C(N)=N/N=C(\C)c3cccs3)C2=O)cc1 (stereo not drawn),0,-5,-5,1.6,13,-1,3,-6,-0.2,i
O=C(Nc1ccc(F)cc1F)N1CCCN(c2ccc(C(F)(F)F)cn2)CC1,0,2,-1,-0.9,-2,0,-6,1,-0.5,i
O=[N+]([O-])c1ccc(-c2cnc(NO)nc2)cc1,-5,3,-10,-0.2,5,-1,-14,-22,-0.4,i
Cc1ccc(S(=O)(=O)CCN2CCC(n3cccc3)CC2)cc1,2,1,0,-2.4,-3,-2,10,2,-0.7,i
COc1ccc(OC)c(CN2CCN(C(=O)CCC(=O)c3cccs3)CC2)c1,0,-1,-6,-0.8,7,0,2,-4,-0.2,i
CC(C)c1ccc(NC2CCCN(C(=O)c3cnc4ccccn4c3=O)C2)cc1 (stereo not drawn),6,-1,-2,-0.7,-1,-1,11,-1,0.0,i
COc1ccc(CCC(=O)OCC(=O)NC(=O)c2ccc(Cl)cc2)cc1,8,1,-13,-0.7,4,0,-7,1,0.2,i
Cc1ccc(NC(=S)NC2CCN(Cc3ccccc3)CC2)c(C)c1,-16,-1,-1,1.0,1,-2,7,2,-1.0,i
COC(=O)Nc1ccc(SCC(=O)c2cccc([N+](=O)[O-])c2)cc1,1,-2,-5,2.2,-7,3,42*,-24,0.1,i
COCC(=O)n1nc(-c2ccccc2)nc1NCc1cccs1,0,-1,-2,-1.5,-9,4,-1,1,-0.9,i
Cc1[nH]n(-c2ccc([N+](=O)[O-])cc2)c(=O)c1C=NCCN1CCN(C(=O)c2ccc(F)cc2)CC1,-4,-2,4,-1.9,1,1,4,8,-0.5,i
Cc1ccc(-c2noc(-c3ccoc3C)n2)cc1,2,4,-7,1.3,-1,1,-1,1,-0.7,i
Clc1ccc(Cn2ncc3c(NCc4ccccc4)ncnc32)cc1,5,-1,3,2.4,-2,1,-2,-2,1.0,i
N#Cc1ccccc1NS(=O)(=O)c1cc2c3c(c1)CCN3C(=O)CC2,9,6,-3,-1.4,4,1,-2,8,-0.1,i
C=CCN(Cc1ccco1)S(=O)(=O)c1ccc(Cl)cc1,-2,-3,-4,0.4,-4,-1,-5,6,-0.5,i
O=C(Nc1ccccc1F)c1ccn[nH]1,2,1,-12,-0.9,-6,-2,-2,-2,-1.1,i
O=C(C1CC(c2ccccc2O)=NO1)N1CCCCC1 (stereo not drawn),2,2,-5,-2.8,0,-4,-6,1,0.1,i
CC(C)N(C(=O)CSc1nnc(-c2ccc3c(c2)OCO3)n1C)C(C)C,12,0,55*,0.5,-6,-1,-2,-3,-0.5,i
COc1ccc2cc([C@H](C)C(=O)OCc3cn(CC(=O)c4ccc(O)cc4)nn3)ccc2c1,-2,37,-5,0.3,-3,2,8,3,0.1,i
CCOc1ccc(/C=N/Nc2ccc(Cl)nn2)c(O)c1,0,30,-5,1.1,12,0,-16,8,-0.2,i
COc1ccc(C(=O)COc2ccc3ccc(=O)oc3c2)c(OC)c1,0,0,-15,0.8,0,1,-7,-11,-0.3,i
COc1cccc(C2N(c3ccc(Cl)c(Cl)c3)C(=O)C3CCCN32)c1OC (stereo not drawn),-1,1,-3,0.4,0,1,-4,-1,-0.8,i
Cc1cc(C)n(C(=O)c2ccc(C)c(Br)c2)n1,0,1,-1,-0.3,-4,2,9,-2,-1.0,i
CC(C)OP(=O)(c1ccc(N(C)C)cc1)C(Nc1ccccc1)c1ccccc1 (stereo not drawn),-2,-4,-7,0.1,-4,1,-4,-1,-0.3,i
O=C(NNC1CC(=O)N(c2ccc3c(c2)OCCO3)C1=O)c1ccccc1 (stereo not drawn),-10,-3,-1,0.9,-6,-5,-4,2,-0.6,i

# Sorted by value in STEP block (low to high): 5 from the list above
SMILES,CSN deneddyl inh,DNMT1 inh,Scp1 inh,LMPTP inh,NadD block,STEP block,PABP1 MLLE inh,SUMO1-SIM PPI,TbMetRS inhib,Rpn11 inh
O=C(C1CC(c2ccccc2O)=NO1)N1CCCCC1 (stereo not drawn),2,2,-5,-2.8,0,-4,-6,1,0.1,i
C=CCN(Cc1ccco1)S(=O)(=O)c1ccc(Cl)cc1,-2,-3,-4,0.4,-4,-1,-5,6,-0.5,i
N#Cc1ccccc1NS(=O)(=O)c1cc2c3c(c1)CCN3C(=O)CC2,9,6,-3,-1.4,4,1,-2,8,-0.1,i
Cc1cc(C)n(C(=O)c2ccc(C)c(Br)c2)n1,0,1,-1,-0.3,-4,2,9,-2,-1.0,i
COC(=O)Nc1ccc(SCC(=O)c2cccc([N+](=O)[O-])c2)cc1,1,-2,-5,2.2,-7,3,42*,-24,0.1,i

# Following part:
SMILES,CSN deneddyl inh,DNMT1 inh,Scp1 inh,LMPTP inh,NadD block,STEP block,PABP1 MLLE inh,SUMO1-SIM PPI,TbMetRS inhib,Rpn11 inh
CCS(=O)(=O)n1nc(-c2ccc(OC)cc2)nc1N,2,-2,-2,0.0,9,0,15,2,-0.2,i
CN(CCOc1ccccc1)C(=O)c1cc(-c2ccco2)nc2ccccc12,22,72*,49,11,20,4,0,-7,0.2,i
COc1ccccc1N(C)c1cc2c(c3c1ccn3C)C1CCC2O1 (stereo not drawn),11,20,.,3.2,3,0,-11,-17,0.6,+
OCCC1CN(Cc2ccc3nsnc3c2)CCN1C1CCCC1 (stereo not drawn),2,-2,-2,0.5,-4,-3,0,-18,-0.3,i
CCOc1ccc(-c2nnc(SCC(=O)N3CCCC3)o2)cc1,0,-1,2,-0.1,0,3,-100,7,0.4,i
CC(=O)Nc1ccc(S(=O)(=O)NCc2ccc(C(=O)NCc3ccc4c(c3)OCO4)cc2)cc1,5,2,-12,-0.4,-7,-5,5,2,1.5,i
CCOC(=O)C1CCN(S(=O)(=O)CCNC(=O)c2cccc(OC)c2)CC1,-2,-1,-4,-0.2,-8,-3,-4,-2,0.1,i
N/C(=N\O)c1cccc(CS(=O)(=O)c2ccccn2)c1,2,0,0,-1.7,-5,-3,6,7,-0.7,i
CSCc1nc2sc(C(=O)Nc3nc(C)cs3)c(C)c2c(=O)[nH]1,7,-15,-5,2.5,13,-2,-84,23,-0.4,.
CCc1ccc(N2CC(C(=O)Nc3ccc(F)cc3)CC2=O)cc1 (stereo not drawn),1,1,7,1.6,-12,1,3,5,0.1,i
Cc1ccc(-c2nc3ccccc3s2)cc1NC(=O)c1cc(-n2cnnc2)ccc1Cl,4,14,-5,-0.9,-2,3,-19,-3,0.1,i
Cc1ccccc1CN(c1ccc(C(=O)N2CCCC2)cc1)S(C)(=O)=O,2,8,-6,-1.9,2,1,0,0,0.1,i
O=C(/C=C/C=C/c1ccccc1)c1ccco1,3,1,-7,0.0,-2,3,-7,-15,-1.0,i
O=C(NCCCN1CCOCC1)c1cc2cc(Br)ccc2oc1=O,-1,4,9,-2.4,-5,-2,4,-17,-1.0,i
Cc1cc(Nc2ccccc2)n2nc(C)c(-c3ccccc3)c2n1,0,0,-3,3.4,7,2,-2,3,-0.3,i
Cc1cc(C)n(-c2nc3ccccc3n3c(C)nnc23)n1,-1,-1,-5,-1.3,1,8,-69,-7,-0.5,i
COc1ccc(NC(=O)CSc2nc3[nH]c(=O)cc(O)c3s2)cc1OC,-1,0,-4,-0.5,-4,1,19,12,-0.2,i
COc1ccc(C2CC(=O)N3CN(c4ccccc4F)CSC3=C2C#N)cc1OC (stereo not drawn),17,-10,-7,3.4,10,2,-17,0,-0.3,i
C=CCNC(=O)CSc1nc2sccc2c(=O)n1-c1ccccc1,-1,-2,7,1.9,7,-1,-20,9,-0.1,i
CCN(CC)C(=O)COc1coc(CN2CCN(Cc3ccccc3)CC2)cc1=O,0,1,-2,-0.7,1,-4,10,-1,-0.1,i

# Fetched by compound from the list above, 2 records:
SMILES,CSN deneddyl inh,DNMT1 inh,Scp1 inh,LMPTP inh,NadD block,STEP block,PABP1 MLLE inh,SUMO1-SIM PPI,TbMetRS inhib,Rpn11 inh
O=C(NCCCN1CCOCC1)c1cc2cc(Br)ccc2oc1=O,-1,4,9,-2.4,-5,-2,4,-17,-1.0,i
CCN(CC)C(=O)COc1coc(CN2CCN(Cc3ccccc3)CC2)cc1=O,0,1,-2,-0.7,1,-4,10,-1,-0.1,i

# 4 entries from above, with values under each structure:
# Order of values – CSN deneddyl inh, DNMT1 inh, Scp1 inh, LMPTP inh, NadD block, STEP block, PABP1 MLLE inh, SUMO1-SIM PPI, TbMetRS inhib, Rpn11 inh
CCOc1ccc(/C=N/Nc2ccc(Cl)nn2)c(O)c1
  0, 30, -5, 1.1, 12, 0, -16, 8, -0.2, i
COc1ccc(C(=O)COc2ccc3ccc(=O)oc3c2)c(OC)c1
  0, 0, -15, 0.8, 0, 1, -7, -11, -0.3, i
COc1cccc(C2N(c3ccc(Cl)c(Cl)c3)C(=O)C3CCCN32)c1OC (stereo not drawn)
  -1, 1, -3, 0.4, 0, 1, -4, -1, -0.8, i
Cc1cc(C)n(C(=O)c2ccc(C)c(Br)c2)n1
  0, 1, -1, -0.3, -4, 2, 9, -2, -1.0, i

# Screens (PubChem)
